Nrf2 block: blocks Nrf2 signaling; AID 504444; Potency, µM (highest dose often 46 µM), for inactives: top-dose activity change, negative = inhibition, usual class: inhibitors; 2.1% of 360,000 active; A549 ARE-Fluc reporter, luciferase luminescence, 18-24 h; also: potency is read from the fitted curve at half-maximal effect; % is scaled to controls: 0 for no effect and ±100 for the full control effect; nearly all actives have a fitted effect of over 60% in size
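Concentration-response testing used A549 ARE_Fluc cells at 5000 cells/well. Following an 18-24 h compound incubation, viability was read by fluorescence (Ex 405/Em 525) and luciferase output by luminescence.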
pAkt inh: inhibitors of Akt phosphorylation; Neuro2A IGF-stimulated pAkt S473 HTRF, 20 min; stronger effect = lower value; activity change, % for hits at 50 µM; 0.32% of 360,000 active; in the data active = activity change below about -80%; inconclusive = mostly about -51% to -80%; also: % is scaled to controls: 0 for no effect and ±100 for the full control effect
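Single-point screen (50 µM final compound) in Neuro2A cells stimulated 20 min with 6 nM IGF at 37 deg C. After lysis, Ser473-phosphorylated Akt read by HTRF (ex 330 nm, em 615/665 nm) as the 665/615 ratio.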
MmCpn inh: blocks the Methanococcus maripaludis chaperonin Mm-Cpn; purified Mm-Cpn ATPase, ADP Transcreener TR-FRET; Potency, µM (series often up to 76.9 µM), for the others: top-dose activity, negative = inhibition, hits mostly inhibitors; 0.031% of 330,000 active; AID 504842; also: potency is read from the fitted curve at half-maximal effect; % is scaled to controls: 0 for no effect and ±100 for the full control effect; nearly all actives have a fitted effect of over 80% in size
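ATPase read-out: TR-FRET ADP immunoassay (anti-ADP Eu cryptate vs ADP-d2), ex 320 nm, em 590/665 nm; signal drops as ADP forms. Enzyme 25 nM, ATP 10 uM, 30 min at 37°C after 10 min compound preincubation.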
A549 tox: counter-screen for Nrf2 inhibitors: cytotoxicity in A549 cells | A549 ARE-Fluc cells, CellTiter-Fluor viability, 18-24 h | Potency, µM (top dose mostly 46 µM), for the others: top-dose activity change, negative = cytotoxicity, actives largely listed as inhibitors | 0.16% of 390,000 active; also: potency is read from the fitted curve at half-maximal effect; % is scaled to controls: 0 for no effect and ±100 for the full control effect
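A549 ARE-Fluc cells in 5% FBS OPTI-MEM, 5000 cells/well, rested 2 h then exposed to compounds in concentration-response for 18-24 h at 37 °C. Viability by CellTiter-Fluor fluorescence (Ex 405/Em 525) after 30 min; luciferase luminescence (BugLite, 15 min, RT) read afterwards.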
HepG2 viability: kills HepG2 cells in TGF-b inhibitor counter-screen; HepG2 CAGA-GFP viability, ATP luminescence, 18 h; 0.76% of 410,000 active; Potency, µM (top dose mostly 46.1 µM), for inactives: at the highest dose activity change, negative = cytotoxicity, actives largely listed as cytotoxic; AID 588856; also: potency is read from the fitted curve at half-maximal effect; some results filed as inactive show a strong effect at the top dose
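CellTiter-Glo luminescence gave cytotoxicity after 18 hours at 37 degrees C. The cells were HepG2 CAGA-GFP in 1% FBS DMEM, stimulated with 500 pg/mL TGF-beta after compound addition. %Activity was normalised to no-cell wells (complete cell-killing) and DMSO (no toxicity), and curves were fitted and classified.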
Nrf2 activator: activates Nrf2 signaling; 0.31% of 410,000 active; Potency, µM (series often up to 46.1 µM), for inactives: at the highest dose activation, hits mostly activators; AREc32 ARE-luciferase reporter (MCF7-derived line), luminescence, 24 h; also: potency is read from the fitted curve at half-maximal effect; % of control where 0% means no effect; nearly all actives have a fitted effect of over 65% in size
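ARE activation measured as luciferase luminescence (Steady-Glo, 30 min RT) in AREc32_Fluc cells after 24 hr compound exposure at 37 deg C, 5% CO2; cells seeded overnight at 1000/well in OPTI-MEM, 5% FBS.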
TGFb inhibitor: TGF-b pathway inhibition | HepG2 CAGA-GFP TGF-b/SMAD3 reporter, GFP fluorescence, 18 h; TGF-beta stimulated, 500 pg/mL final | Potency, µM (top dose mostly 46.1 µM), for the others: at the top dose activity, negative = inhibition, actives largely listed as inhibitors | 1.2% of 410,000 active; also: potency is read from the fitted curve at half-maximal effect; % is scaled to controls: 0 for no effect and ±100 for the full control effect; nearly all actives have a fitted effect of over 65% in size
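Cell-based qHTS in HEPG2 carrying a CAGA-GFP Smad reporter; compounds added before 500 pg/mL final TGF-beta, 18 h incubation at 37 degrees C, GFP fluorescence quantified per cell by imaging cytometry.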
CCT chaperon mod: cytosolic chaperonin activity modulation; 0.3% of 360,000 active; activity change, % (concentration not given with the values), hits read low; AID 651819; purified chaperonin ATPase assay, HTRF ADP detection, 30 min; in the data active = activity change below about -30%; also: % is scaled to controls: 0 for no effect and ±100 for the full control effect
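We incubate TRiC, 40 or 20 nM final, with library compounds at 76 uM and 10 uM ATP for 30 min at 37 °C. ADP formed is detected with Transcreener HTRF reagents after 30 min at room temperature.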
S2 tox: viability counter-screen for ATXN expression inhibitors; 0.49% of 400,000 active; S2 cells (HEK-293 line with an ATXN2-luciferase reporter) viability, CellTiter-Fluor protease fluorescence, 24 h; AID 651635; Potency, µM (top dose mostly 56.7 µM), actives largely listed as cytotoxic; also: potency is read from the fitted curve at half-maximal effect; nearly all actives have a fitted effect of over 40% in size
* = called active by the depositor; i = inactive; ? = inconclusive; / = no result given; & = joins results of further samples. Unless noted, calls follow the shape of the dose curve; as a rule, active = well fitted curve in the direction sought with a large enough effect; inconclusive = small, poorly fitted or top-dose-only effect, or another doubt; inactive = no such curve, though single readings can be large; an effect the other way counts as inactive or inconclusive.

Molecule,Nrf2 block,pAkt inh,MmCpn inh,A549 tox,HepG2 viability,Nrf2 activator,TGFb inhibitor,CCT chaperon mod,S2 tox
COc1ccc(-c2nc(CS(=O)(=O)CC(=O)NC3CCCCC3C)c(C)o2)cc1 (stereo unspecified),-6%,i,0%,-8%,1%,-0.8%,-5%,1.1,i
Cc1c(Cl)cccc1Nc1nc(N)nc(CN2CCc3ccccc3C2)n1,?,i,0%,-9%,-18%,0.7%,0%,-1.3,i
CC(C)CCNC(=O)C(=O)Nc1c2c(nn1-c1ccc(Cl)cc1)CSC2,/,/,/,0%,-2%,-0.1%,-7%,/,/
O=C(Nc1cccc(F)c1)c1ccc(-c2cccnc2)c2ccoc12,/,i,/,/,-34%,-3.4%,-13%,1.3,i
COc1ccc(-c2[nH]n(-c3ccc([N+](=O)[O-])cc3)c(=O)c2C=NCC2CCCO2)cc1 (stereo unspecified),?,i,2%,-5%,-24%,-0.5%,-22%,0.1,i
O=C(NCc1ccccc1)c1ccc(S(=O)(=O)N2CCCCCC2)cc1,/,i,/,/,-17%,0.4%,-2%,-1.6,?
O=C(Nc1ccccc1)[C@@H]1CC=C[C@@H]2CCN(Cc3ccccc3)C(=O)[C@@H]21,-6%,i,/,1%,1%&-16%,-1.0%,-5%&-23%,0.2,i
CC1=NC(=O)C(N=Nc2cccc(O)c2)N1c1ccccc1 (stereo unspecified),/,i,0%,-18%,-25%,?,?,-2.0,i
COc1ccc(C(=O)Nc2c(F)c(F)c(F)c(F)c2F)c(OC)c1,1%,i,0%,0%,4%,0.3%,-12%,-1.9,i
CN(C(=O)CCCN1C(=O)c2ccccc2C1=O)C1CCCCC1,4%,i,-3%,13%,6%,0.1%,-8%,-1.1,i
COC(=O)c1cccc(NC(=O)CCCOc2ccccc2)c1,-8%,i,-1%,5%,-23%,-0.3%,10%,-0.7,i
O=C(NNC(=S)NC(=O)c1cccnc1)c1ccc(F)cc1,0%,i,0%,10%,22%,-0.3%,36%,-1.5,i
CSC1=NCCN1C(=O)COc1ccc2ccccc2c1,10%,i,0%,5%,0%,0.1%,7%,1.8,i
COCCNC(=O)CS(=O)(=O)Cc1nc(-c2ccc(C)cc2)oc1C,?,i,3%,0%,1%,0.5%,-18%,0.6,?
Cc1cc(OC(C)C(=O)NCc2ccccn2)c2c(C)c(C)c(=O)oc2c1 (stereo unspecified),-21%,i,-5%,-10%,4%,-0.1%,15%,0.8,?
CCOC(=O)C1CCCN(C(=O)c2ccc(Cl)c(S(=O)(=O)N3CCCCCC3)c2)C1 (stereo unspecified),?,i,-1%,0%,7%,0.0%,-16%,-0.1,i
FC(F)(F)c1cccc(Cn2cnc(NC(=S)NCCc3ccccc3)n2)c1,9%,i,-4%,-6%,1%,0.0%,-9%,0.1,i
O=S1(=O)CC(N2CCN(Cc3ccccc3F)CC2)CN1Cc1cn(Cc2cccc(Cl)c2)nn1 (stereo unspecified),/,i,/,/,/,3.7%,/,-2.0,i
O=C(/C=C\c1ccccc1OC(=O)c1ccccc1F)c1cc2ccccc2o1,?,i,-15%,?,-44%,11µM*,14µM*,0.9,i
COc1ccccc1C/C(N)=N/OC(=O)COc1ccc2ccccc2c1,13%,i,1%,8%,-38%,0.4%,?,2.6,i
O=C1Nc2ccc(S(=O)(=O)N3CCCC3)c3ccc(S(=O)(=O)N4CCCC4)c1c23,?,i,1%,/,11%,2.2%,-20%,2.1,i
O=C(NCCc1ccccc1Cl)C1CCC(=O)N(CC2CCCCC2)C1 (stereo unspecified),10%,i,5%,-2%,7%,-0.1%,0%,-0.5,i
CCc1ccc(NC(=O)c2cc3ccccn3n2)cc1,30%,/,/,4%,-26%,-1.0%,-23%,/,i
Cc1nnn(C23C[C@@H]4C[C@@H](CC(C(=O)N5CCN(c6ccccc6)CC5)(C4)C2)C3)n1,-4%,i,4%,-4%,2%,-0.8%,-1%,0.5,i
O=C(N/C(=C/c1cccc([N+](=O)[O-])c1)C(=O)N1CCCCC1)c1ccco1,1%,i,-2%,2%,-21%,-0.6%,0%,-1.7,?
O=C1CN(C(=O)CNCc2ccc(Cl)cc2)c2ccccc2N1,-15%,i,-1%,0%,-6%,0.1%,-2%,0.6,i
O=C(NCc1cccnc1)C1CCCN(S(=O)(=O)c2ccc(Cl)cc2)C1 (stereo unspecified),-20%,i,2%,7%,-10%,-0.6%,-29%,-0.7,i
O=[N+]([O-])c1cc(C(F)(F)F)ccc1NC1CCN(Cc2ccccc2)CC1,4%,i,-1%,-11%,-27%,-0.5%,-19%,-0.7,i
CN(CC(=O)Nc1ccc(F)cc1)C(=O)c1cc([N+](=O)[O-])ccc1N1CCOCC1,8%,i,-1%,-10%,-30%,-0.5%,0%,-2.7,i
O=S(=O)(NCc1ccco1)c1cnc(Cl)c(Br)c1,15%,i,1%,-2%,4%,?,-24%,-0.6,i
Cc1cccc(/C=N/Nc2nncc3ccccc23)c1,?,i,-5%,-3%,-30%,0.8%,0%,0.1,i
C/C=C/C(=O)OCC(=O)Nc1cccc(F)c1,9%,i,5%,-2%,-2%,-0.6%,-4%,-0.2,i
Nc1ccc(N2CCN(c3ccc(Cl)c(Cl)c3)CC2)cc1,?,i,-2%,-1%,4%,2.1%,-5%,-0.4,i
COc1ccc(NC(=O)C2CCCN(S(=O)(=O)c3ccc4[nH]c(=O)ccc4c3)C2)cc1 (stereo unspecified),-19%,i,-10%,-19%,-14%,-1.0%,-10%,-0.1,i
NS(=O)(=O)c1cccc(NC(=O)CCS(=O)(=O)c2ccc(Cl)cc2)c1,-14%,i,-1%,11%,-48%,-1.5%,-16%,-3.0,i
O=C(Nc1ccon1)c1ccc(Br)o1,19%,i,4%,-1%,-3%,-0.3%,12%,-1.2,i
Cc1cc(C)cc(N(C(=O)c2cccs2)C2C=CS(=O)(=O)C2)c1 (stereo unspecified),-18%,i,-2%,-5%,-11%,2.4%,0%,-2.6,i
CCCCc1ccc(-c2csc(/C(C#N)=C\c3ccc(C)o3)n2)cc1,-23%,i,0%,-22%,2%,1.8%,-1%,-0.8,i
O=CN1CCCN(Cc2nc(-c3cccc(Cl)c3)no2)CC1,-2%,i,-1%,-1%,10%,0.2%,-1%,0.6,i
Cc1ccc(C(=O)NCCn2cc(SCC(=O)Nc3cc(C)on3)c3ccccc32)cc1,?,i,-5%,4%,-27%,-0.6%,-22%,1.3,i
O=C(CN1C(=O)/C(=C/c2cccc(Br)c2)SC1=S)NCCCN1CCOCC1,19%,i,-4%,5%,-21%,11%,?,-4.5,i
COc1cc(NC(=S)NCCCN2CCOCC2)cc(OC)c1,-5%,i,0%,15%,15%,3.0%,0%,-3.6,i
COc1ccc(C)cc1S(=O)(=O)N1CCCC(C(=O)N2CCOCC2)C1 (stereo unspecified),2%,i,-1%,-6%,3%,0.0%,0%,-0.8,i
CN(CC(=O)Nc1cccc(F)c1)C(=O)CCCNC(=O)c1ccc(Cl)cc1,?,i,2%,0%,-5%,2.1%,2%,0.3,i
NS(=O)(=O)c1cccc(NC(=O)CCSc2ccccc2Cl)c1,12%,i,0%,-9%,1%,0.9%,-29%,-1.6,i
Cc1ccccc1/C=C/C(=O)N1CCOCC1,26%,i,3%,-3%,-4%,-0.1%,11%,2.1,i
COc1cccc(CN(C(=O)/C=C/c2ccco2)C2CCS(=O)(=O)C2)c1 (stereo unspecified),-10%,i,0%,-2%,4%,3.0%,3%,1.8,i
O=C(CNC(=O)C1CCCCC1)OCC(=O)c1ccccc1,4%,/,/,-3%,-4%,/,0%,/,/
Cc1c(CNC(=O)c2cnn3c2NC(c2ccccc2)CC3C(F)(F)F)cnn1C (stereo unspecified),-18%,i,0%,1%,-8%,-0.7%,-3%,2.1,i
O=C(Nc1ccc2oc(-c3ccccc3F)nc2c1)c1ccccc1F,5%,i,0%,-2%,-1%,9.5%,7%,-0.9,i
O=C(Nc1ccc2c(c1)C(=O)NC2=O)c1ccccc1,20%,i,-23%,-7%,-2%,?,10%,0.1,i
CCCn1c(SCC(=O)N2CCCc3ccccc32)nnc1-c1ccco1,14%,i,0%,9%,-3%,-0.8%,-6%,-1.0,i
Cc1cccc(S(=O)(=O)N(C)C[C@H]2OCc3cn(nn3)CCCC(=O)N([C@H](C)CO)C[C@@H]2C)c1,/,i,/,/,2%,-1.3%,6%,-0.7,i
CCCN(/C=N/c1sc2c(c1C#N)CCCCC2)CCC,23%,i,2%,11%,-6%,1.8%,1%,-0.4,i

Some entries already given with just A549 tox:
| Structure | A549 tox |
| --- | --- |
| Cc1cccc(/C=N/Nc2nncc3ccccc23)c1 | -3% |
| CSC1=NCCN1C(=O)COc1ccc2ccccc2c1 | 5% |
